Screening results (PubChem BioAssay)
NadD block – blocks S. aureus nicotinate mononucleotide adenylyltransferase; AID 602399; 360,000 tested, 0.78% active; inhibition, % at 20 µM; purified NadD enzyme, colorimetric absorbance read-out; in the data active = inhibition above about 26%; also: some compounds past the cut are filed as inactive
LMPTP inh – LMPTP (human) inhibition | P24666 | 360,000 tested, 0.22% active | recombinant LMPTP-A, OMFP fluorogenic substrate, fluorescence intensity | inhibition, % at 20 µM;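 active = compounds that cut the enzyme signal by at least half of the control window in the single-dose screen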;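 also: plate controls were DMSO wells with enzyme plus substrate for no effect and substrate without enzyme for full effect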
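test system = LMPTP-A | amount = 0.625 nM LMPTP-A final | reagent = fluorogenic phosphatase substrate OMFP at 400 µM final | incubation = 50 min at room temperature | benchmarks = no-enzyme low control, uninhibited high control | medium = Bis-Tris pH 6.0, DTT, detergent | signal = fluorescence intensity of OMFP turnover product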
STEP block – STEP (human) phosphatase inhibition; P54829; recombinant STEP, OMFP fluorogenic substrate, fluorescence; inhibition, % at 20 µM; 360,000 tested, 0.25% active; AID 588621;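 active = inhibition at 20 µM, scaled per plate between control wells, above about 37%, limit read from the data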;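 also: 0% = DMSO with enzyme and substrate and 100% = substrate only without enzyme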
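System: STEP (striatal-enriched tyrosine phosphatase) enzyme, cell-free; medium: Bis-Tris pH 6.0 buffer with DTT, detergent; dosing: 20 µM, 1% DMSO; times: reaction 20 min, ambient temperature; detection: fluorescence, 480/540 nm; read-out basis: normalized % inhibition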
SUMO1-SIM PPI – modulators of human SUMO1-mediated protein-protein interactions; AID 602429; SUMO1 binding to a labelled peptide, TR-FRET, 1 h; inhibition, % at 20 µM; P63165; 360,000 tested, 0.33% active; in the data active = inhibition above about 37%
Neddyl block – blocks human cullin neddylation | TR-FRET cullin neddylation, biochemical | 360,000 tested, 0.58% active | P61081+Q13564 | calls only at 25 µM | AID 651699; in the data active = inhibition above about 36%
Rpn11 inh – inhibitors of human proteasome Rpn11. human 26S proteasome, Ub4-pepOG fluorescence polarization; 20S core pre-blocked with epoxomicin. 360,000 tested, 0.59% active. calls only at 20 µM. O00487. AID 588493;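 active = inhibition at 20 µM, scaled to each plate's controls, above about 33%, limit read from the data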
Scp1 inh – Scp-1 (human) phosphatase inhibition | Recombinant Scp1, phosphopeptide, malachite green phosphate absorbance | inhibition, % at 20 µM | 340,000 tested, 0.88% active;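 active = inhibition above about 50% at 20 µM, limit read from the data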;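 also: plate controls were DMSO wells with enzyme for no effect and wells lacking enzyme for full effect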
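System: truncated SCP-1 phosphatase (76-261aa); medium: Tris acetate buffer pH 5.5 with MgCl2 and Tween-20; incubation: 45 min room-temperature reaction, 5 min colour, 30 min stabiliser; compound: single 20 µM dose, 1% DMSO; reagent: Phosphorylated 17-residue peptide substrate; read-out: % inhibition at 20 µM; technique: colorimetric free-phosphate detection, absorbance 630 nm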
CSN inh – CSN deneddylation inhibition; AID 651999; 360,000 tested, 0.38% active; inhibition, % at 12.5 µM; Q92905; Purified CSN, SCF-Nedd8-OG deneddylation, fluorescence polarization;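 active = pattern-corrected inhibition above about 35%, with an unprinted fluorescence ratio check between 0.5 and 1.5, limit read from the data, passing the limit was not always enough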;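 also: 0% = enzyme with substrate and 100% = substrate without enzyme; some results filed as inactive read as strong as hits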
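Material: purified human Csn5 enzyme expressed in HEK293T cells / Medium: Tris buffer pH 7.5, NaCl, DTT, Tween-20, trehalose, ovalbumin / Compound dosing: 12.5 µM single point / Schedule: 90 min incubation of compound, enzyme and substrate at room temperature / Signal: fluorescence polarization of the substrate / Control set: no-enzyme wells high, enzyme-with-substrate wells low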
Rin1 Abl inh – human Rin1-Abl interaction inhibition. P00519+Q13671. TR-FRET Rin1/Abl binding, biochemical. inhibition, % at 7.35 µM. 360,000 tested, 0.4% active. AID 588664; in the data active = inhibition above about 5%, passing the limit was not always enough
DNMT1 block – blocks human DNA methyltransferase DNMT1 | P26358 | DNMT1 molecular beacon, Hinp1I cleavage, fluorescence | inhibition (reported as % activation of signal), % at 10 µM | 360,000 tested, 0.83% active | AID 588458; in the data active = inhibition above about 50%
An asterisk follows results filed as active; i = inactive; / = not tested or not shown.

SMILES	NadD block	LMPTP inh	STEP block	SUMO1-SIM PPI	Neddyl block	Rpn11 inh	Scp1 inh	CSN inh	Rin1 Abl inh	DNMT1 block
CN1C(=O)[C@H]2[C@@H](/C=C/c3ccccc3)N3C(=O)CN(CCO)C(=O)[C@@]3(Cc3ccccc3)[C@H]2C1=O	-2	-9.9	2	-2	i	i	0	1	6	14
CCCc1ccc(O)c(N=Cc2cc(Br)cc(OCC)c2O)c1	12	1.4	0	-9	i	i	-13	38*	1	4
COc1cc2c(cc1OC)C(C)N(C(=O)c1ccc(C)o1)CC2 (stereo not drawn)	-3	0.0	2	-1	i	i	-12	0	3	-1
Cc1ccc(-n2sc3ccccc3c2=O)cc1S(=O)(=O)N1CCCCC1	6	-1.3	1	18	i	i	97*	-4	1	6
Cc1cc(Br)ccc1SCC(=O)NNC(=O)c1ccco1	5	-0.6	-3	-3	i	i	-8	1	-1	5
O=C(CCCn1c(=S)[nH]c2ccsc2c1=O)Nc1ccc(F)cc1	-1	1.4	1	1	i	i	/	3	-2	0
CC(C)(C)NC(=O)CCN(/N=C/c1ccncc1)C1=NS(=O)(=O)c2ccccc21	-1	-1.5	-1	8	i	i	-6	4	-2	0
S=C(NCCN1CCOCC1)N/N=C/c1cccs1	-3	-0.5	7	-12	i	i	-7	-1	-2	-3
COc1cccc(CNS(=O)(=O)c2cc(Br)ccc2Br)c1	-5	1.8	-2	2	i	i	/	40	2	1
CCOC(=O)c1c(NC(=O)CSc2nnnn2C)sc(C)c1C	-3	1.8	4	-3	i	i	-7	-2	-1	0
COCCN(C(=O)c1ccc(-c2ccc(Cl)cc2)o1)c1c(N)n(Cc2ccccc2)c(=O)[nH]c1=O	-1	0.1	-2	-10	i	i	-3	0	5	-8
CC(C)c1ccccc1NC(=O)COC(=O)Cc1cccc(C(F)(F)F)c1	0	-1.1	-6	3	i	i	-2	-14	1	3

A second format for 2 compounds above:
> CN1C(=O)[C@H]2[C@@H](/C=C/c3ccccc3)N3C(=O)CN(CCO)C(=O)[C@@]3(Cc3ccccc3)[C@H]2C1=O
  NadD block: -2 | LMPTP inh: -9.9 | STEP block: 2 | SUMO1-SIM PPI: -2 | Neddyl block: i | Rpn11 inh: i | Scp1 inh: 0 | CSN inh: 1 | Rin1 Abl inh: 6 | DNMT1 block: 14

> CCCc1ccc(O)c(N=Cc2cc(Br)cc(OCC)c2O)c1
  NadD block: 12 | LMPTP inh: 1.4 | STEP block: 0 | SUMO1-SIM PPI: -9 | Neddyl block: i | Rpn11 inh: i | Scp1 inh: -13 | CSN inh: 38* | Rin1 Abl inh: 1 | DNMT1 block: 4

More structures follow.
SMILES	NadD block	LMPTP inh	STEP block	SUMO1-SIM PPI	Neddyl block	Rpn11 inh	Scp1 inh	CSN inh	Rin1 Abl inh	DNMT1 block
Cc1ccc(NC(=O)c2nc[nH]c2C(=O)N2CCN(C(=O)OC(C)(C)C)CC2)cc1	-4	-0.9	0	5	i	i	-1	-1	3	-4
O=C(O)CCC(NC(=S)Nc1ccccc1)C(=O)O (stereo not drawn)	-1	-0.4	0	2	i	i	-2	3	2	1
COc1cccc(C(=O)NCCCNc2nc3cc(C)cc(C)c3cc2C#N)c1	-2	2.0	-2	1	/	i	/	2	-2	-2
COc1cc(S(=O)(=O)N2CCCC2)c(C)cc1C	-2	-0.4	-3	0	i	i	-5	-9	1	-2
O=c1[nH]cnc(O)c1C(c1ccc(Br)cc1)c1c(O)nc[nH]c1=O	2	-1.2	1	3	i	i	1	2	-1	3
COc1ccc2nc(SCC(=O)NCc3ccc4c(c3)OCO4)[nH]c2c1	-8	-2.0	-1	1	i	i	-1	-5	2	0
CCOc1ccccc1NC(=S)NCCc1ccc(F)cc1	3	1.0	-1	-2	i	i	-1	5	0	2
COc1ccccc1N1CCN(CC(=O)c2ccc3ccn(C(C)=O)c3c2)CC1	8	42	-2	-3	i	i	-5	-3	-2	-15
Cc1cc(-c2nn(-c3ccccc3F)cc2CN2CCN(c3ccccn3)CC2)c(C)s1	-6	2.1	-1	-4	i	i	-7	6	4	4
OCC1(Cc2ccccc2)CCCN(C2CCCC2)C1 (stereo not drawn)	-7	-1.2	2	-4	i	i	1	14	-2	-3
Cc1cccc(OCc2nnc(SCC(=O)c3c(N)n(C4CC4)c(=O)[nH]c3=O)o2)c1	1	-0.4	0	2	i	i	-1	1	4	-3
O=C(CC1CCCC1)N1CCN(S(=O)(=O)c2cccc(Br)c2)CC1	0	-0.6	-1	1	i	i	/	2	2	-2
CCc1nc2ccc(C(=O)N3CCN(C)CC3)cn2c1N(C)CCC(C)C	0	-1.9	2	3	i	i	/	-2	0	0
CC(C)CN(C(=O)CN1CCN(c2ccc(F)cc2)CC1)c1c(N)n(CC(C)C)c(=O)[nH]c1=O	-3	-2.1	-1	-3	i	i	-5	0	-2	4
CCCCCOc1ccc(NC(=O)CCCC(=O)O)cc1	-2	-0.6	0	3	i	i	-11	4	-1	1
O=c1cc(O)c2c(=O)n(-c3ccccc3)c3ccccc3c2o1	7	-0.6	-1	5	i	i	-9	-2	-2	9
C=CCc1ccc(OCCCOc2ccc(C(=O)O)cc2)c(OC)c1	-4	1.1	2	2	i	i	-9	-7	6	-4
CCOC(=O)C1=CCN(S(=O)(=O)c2ccccc2F)C1c1ccc(C)cc1 (stereo not drawn)	-11	0.2	0	4	i	i	/	2	0	4
CCS(=O)(=O)N1Cc2ccccc2CC1C(=O)Nc1cccc(OC)c1 (stereo not drawn)	-5	0.0	-2	-2	i	i	-12	-3	-2	-11
CCCOC1CCCN(C(=O)c2cc(COc3c(F)cccc3F)on2)C1 (stereo not drawn)	-4	-0.1	1	1	i	i	-9	0	3	1
Cc1nc2ccccc2n1C1CC(=O)N(Cc2ccccc2)C1=O (stereo not drawn)	0	-0.8	2	-3	i	i	-7	-3	-2	0
CC(=O)c1nc(N2C(=O)C3CC=C(C)CC3C2=O)sc1C (stereo not drawn)	-9	-0.3	-1	-2	i	i	15	-8	-5	9
C/C(=N\Nc1ccccc1Cl)c1ccc(-n2ccnc2)cc1	22	4.9	11	0	i	i	-9	13	1	8
Cc1nnc(SC(C)C(=O)NC2CCCCC2)s1 (stereo not drawn)	3	-1.4	0	1	i	i	1	4	1	4
Cc1nc(N)sc1N=Nc1ccc(Br)cc1	4	4.8	13	-22	i	i	-3	0	3	-26
COc1ccc(OC)c(CCNC(=O)c2ccc(NC3=NC4CS(=O)(=O)CC4S3)cc2)c1 (stereo not drawn)	-8	-1.1	-1	2	i	i	-8	-5	12*	1
Cc1ccc(C)c(NC(=O)CSc2ccc(-c3ccco3)nn2)c1	-1	-1.2	0	-2	i	i	2	-2	-5	3
CCOC(=O)c1ccc(NC(=O)CNNC(=O)COc2ccccc2C)cc1	4	-0.1	-1	8	i	i	-5	1	7	1
COc1cccc(NC(=O)CSCc2cc(=O)n3ccsc3n2)c1	-3	0.4	-3	0	i	i	7	-1	3	5
CC(C)CCN(C(=O)CNC(=O)c1cccs1)C(C(=O)NC1CCCC1)c1ccncc1 (stereo not drawn)	-8	-0.1	1	1	i	i	-4	0	5	3
Cc1noc(C)c1C(=O)N1CCC(Cc2ccccc2)CC1	-2	-0.7	-2	5	i	i	-4	6	6	-1
O=C(COc1ccc(Cl)cc1Cl)N/N=C/c1ccccn1	1	-0.5	-1	-6	i	i	-2	5	-6	-1
CC(C)CN1CC(COCc2ccccc2)Oc2ccccc2S1(=O)=O (stereo not drawn)	-1	2.7	-2	1	i	i	-9	-2	-3	9
Cc1cc(SCC(=O)N/N=C/c2ccc(O)cc2O)c(C)cc1Br	-2	0.5	-2	3	i	i	-9	-1	-4	-4
C[n+]1cn(/N=C/c2ccccc2)c2ccccc21	19	-2.9	-4	-4	i	i	113*	-10	0	-1
CCCS(=O)(=O)Nc1ccc(-c2cn3c(n2)SCC3)cc1	10	0.6	-3	4	i	i	-7	3	1	-8
CCOC(=O)N1CCN(C(=O)c2c[nH]c3ccc(S(=O)(=O)N(C)c4ccc(F)cc4)cc3c2=O)CC1	-1	-0.8	0	11	i	i	-3	-1	2	2
O=C(Nc1ccc(S(=O)(=O)N2CCCCC2)cc1)C1CC(=O)N(c2ccc(F)cc2)C1 (stereo not drawn)	-4	0.8	-2	2	i	i	-6	0	7	-6
Cc1nc(N2CCN(c3ccccc3)CC2)nc2c1C(=O)CC(c1ccccc1)C2 (stereo not drawn)	3	2.6	3	0	i	i	3	4	-6	2
CC(=O)Nc1ccccc1C(=O)C(=O)O	2	-2.2	-1	-14	i	i	-14	0	1	2
COC(=O)c1ccc(S(=O)(=O)NCCc2ccccc2OC)n1C	-4	-0.9	-3	0	i	i	-4	9	1	2
CC(=O)Nc1ccc(S(=O)(=O)NCCSCc2ccco2)cc1	3	1.7	-1	16	i	i	3	4	4	-4
CCOC(=O)c1cnc2ccc(C)cc2c1Sc1ccccc1C(=O)OC	1	0.3	0	-12	i	i	-12	2	-1	-3
CCCNC(=O)C1(CC2CC(c3ccccc3)=NO2)CCN(C(=O)C2CCCC2)CC1 (stereo not drawn)	-2	0.1	-1	0	i	i	-1	-4	2	5
COc1ccc(CC(=O)NNC(=O)CCc2ccccc2)cc1OC	-4	-0.6	1	3	i	i	-9	-1	-1	1
O=C(Nc1cc(S(=O)(=O)N2CCCC2)ccc1Cl)c1cc(F)c(F)c(F)c1F	-1	0.2	3	-2	i	i	-19	-1	1	0
Cn1c(=O)c2c(nc(CN3CCN(CCO)CC3)n2CCc2ccccc2)n(C)c1=O	5	0.8	0	-3	i	i	-14	-4	4	-2
CC1(C(=O)NCc2cccc3ccccc23)CCN1Cc1ccc(OC(F)(F)F)cc1 (stereo not drawn)	11	5.8	5	1	i	i	/	-2	0	-15

Structural class: those above with a CF3 group.
SMILES	NadD block	LMPTP inh	STEP block	SUMO1-SIM PPI	Neddyl block	Rpn11 inh	Scp1 inh	CSN inh	Rin1 Abl inh	DNMT1 block
CC(C)c1ccccc1NC(=O)COC(=O)Cc1cccc(C(F)(F)F)c1	0	-1.1	-6	3	i	i	-2	-14	1	3
CC1(C(=O)NCc2cccc3ccccc23)CCN1Cc1ccc(OC(F)(F)F)cc1 (stereo not drawn)	11	5.8	5	1	i	i	/	-2	0	-15

Continued:
SMILES	NadD block	LMPTP inh	STEP block	SUMO1-SIM PPI	Neddyl block	Rpn11 inh	Scp1 inh	CSN inh	Rin1 Abl inh	DNMT1 block
Cc1ccc(N(CC(=O)N/N=C/c2cccc(Br)c2)S(C)(=O)=O)cc1	-2	-1.1	-2	3	i	i	-5	-15	-2	1
O=C(CCN1C(=O)c2ccccc2C1=O)Nc1ccncc1	3	3.4	-4	-11	i	i	0	-2	-3	2
O=C1CC(NCc2cccs2)C(=O)N1c1ccc(Cl)cc1 (stereo not drawn)	1	-1.6	-1	-3	i	i	3	1	0	-3
O=C(COC(=O)CSc1ccc(F)cc1)NCc1ccco1	-7	1.6	2	1	i	i	6	-3	2	-4
